Screening data from PubChem BioAssay.
Myeloid diff MLP = promotes myeloid progenitor differentiation | ER-HoxA9 myeloid progenitors, lysozyme-GFP differentiation, flow cytometry | calls only at 10 µM | 1% of 360,000 active;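 active = normalized GFP-positive differentiation at or above the plate's own cutoff, the solvent-only control mean plus 3 SD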;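 also: cells exposed to compound for four days before flow analysis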
LYP inhibition = PTPN22 lymphoid phosphatase activity blockers – biochemical, fluorescence intensity, uHTS (AID 1779). recombinant LYP phosphatase, fluorescence intensity; higher % means a stronger effect. one-dose inhibition, % at 11.5 µM; IC50 in µM for titrated hits. 0.054% of 290,000 active; in the data active = inhibition above about 50%;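 also: plate controls were vehicle with enzyme for no effect and no enzyme for full effect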
MgcRacGAP inhibition = MgcRacGAP GTPase-activating activity inhibitors, confirmation, biochemical, ADP Hunter fluorescence; MgcRacGAP-stimulated Rac1 GTP hydrolysis, ADP Hunter fluorescence; higher % means a stronger effect; GST-tagged Rac1 F28L mutant substrate; inhibition, % at 30 µM; hits with a dose series show IC50 in µM; 0.6% of 340,000 active;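 active = first-screen hits whose inhibition reached a set limit at any dose in the follow-up dose series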;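 also: fluorescence reports GDP produced by GAP-driven GTP hydrolysis; strong numbers were not always called active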
GPR55 antagonists = inhibition of LPI-stimulated GPR55 beta-arrestin translocation – imaging, U2OS, beta-arrestin-GFP, LPI agonist, primary screen (AID 2013); U2OS GPR55 beta-arrestin-GFP translocation imaging, LPI antagonism; higher % means a stronger effect; 0.13% of 290,000 active; inhibition, % at 10 µM, or IC50 in µM where a hit was titrated;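 active = spots per cell inhibited over 60%, with over 100 cells counted and total cytoplasm intensity under 500,000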;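 also: U2OS cells stably carrying GPR55 and arrestin-GFP stimulated by 5 µM LPI near EC80; imaged beta-arrestin-GFP aggregate spots per cell after agonist stimulation; plate controls were LPI-stimulated DMSO wells for no effect and DMSO wells without LPI for full effect; some results filed as inactive read as strong as hits; confirmed hits need IC50 under 10 µM and bright autofluorescent wells are also inconclusive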
Siah-1 displacement = blockers of Siah-1 interaction with plectin peptide – biochemical, fluorescence polarization, rhodamine-plectin, uHTS, primary screen (AID 1817); Siah-1 / rhodamine-plectin peptide fluorescence polarization; higher % means a stronger effect; 0.02% of 290,000 active; displacement, % at 20 µM, or IC50 in µM where a hit was titrated;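 active = displacement of at least 50% at 20 µM, with a fluorescence ratio check between 0.3 and a set limit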;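 also: plate controls were Siah plus tracer with DMSO for no effect and tracer alone without Siah for full effect; strong numbers were not always called active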
NTR1 agonist = NTR1-driven beta-arrestin-GFP spot formation – imaging, U2OS cells, high content, primary screen (AID 493036); P30989; 0.17% of 330,000 active; agonist mode; activation, % at 20 µM;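 active = activation at or above 40% of the spot to cytoplasm intensity ratio, with at least 20 cells analyzed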;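 also: 0% = DMSO without peptide and 100% = 100 nM NTR1 peptide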
Target sequence (P30989 whole entry, looked up): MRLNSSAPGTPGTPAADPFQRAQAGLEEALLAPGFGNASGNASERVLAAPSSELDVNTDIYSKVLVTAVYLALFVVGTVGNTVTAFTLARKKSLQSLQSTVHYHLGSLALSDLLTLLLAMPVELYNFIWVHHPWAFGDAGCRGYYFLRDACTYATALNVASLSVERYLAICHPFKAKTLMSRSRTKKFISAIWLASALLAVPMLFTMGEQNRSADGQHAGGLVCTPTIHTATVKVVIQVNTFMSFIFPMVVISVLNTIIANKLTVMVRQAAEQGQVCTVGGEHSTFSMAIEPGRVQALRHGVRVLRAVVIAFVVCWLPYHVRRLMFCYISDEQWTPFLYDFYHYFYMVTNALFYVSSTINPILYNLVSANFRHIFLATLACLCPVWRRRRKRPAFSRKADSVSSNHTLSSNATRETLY
Salmonella PhoP GFP = inhibitors of PhoP regulon expression, primary screen, Salmonella Typhimurium, GFP reporter (AID 1863). one-dose inhibition, % at 50 µM; IC50 in µM for titrated hits. 0.16% of 300,000 active. S. Typhimurium PhoP-regulated promoter GFP reporter, 4 h; higher % means a stronger effect;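 active = inhibition over 29.93%, a cutoff 3 SD above the screen mean, later confirmed by dose response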;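 also: 0% = low Mg2+ inducing control and 100% = high Mg2+ repressing control; strong numbers were not always called active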
HIV fusion peptide = inhibitors of HIV fusion peptide binding, primary screen, biochemical, uHTS, fluorescence dequenching (AID 1986). cell-free peptide binding, fluorescence dequenching, 30 min; higher % means a stronger effect. 0.3% of 290,000 active. one-dose inhibition, % at 20 µM; IC50 in µM for titrated hits; in the data active = inhibition mostly above about 52%, no sharp cut-off; inactive = mostly below about 76%; also: some results filed as inactive read as strong as hits
GPR35 arrestin U2OS = inhibition of zaprinast-stimulated GPR35 beta-arrestin translocation – imaging, U2OS, beta-arrestin-GFP, zaprinast agonist, primary screen (AID 2058) | 0.052% of 290,000 active | U2OS GPR35 beta-arrestin-GFP translocation imaging, zaprinast antagonism; higher % means a stronger effect | inhibition, % at 10 µM, or IC50 in µM where a hit was titrated;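 active = inhibition of at least 50% with at least 30 cells and total cytoplasm GFP at most 10,000,000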
NTR1 agonist cell count 20 µM = also measured in NTR1 agonist; calls as there; cell count; measured here: cell count, cytotoxicity flag
Myeloid diff MLP GFP+ MAC1+ % = recorded beside Myeloid diff MLP, whose call it bears; GFP+ MAC1+ double positive, %; measured here: differentiation confirmed by MAC1 staining
* = called active by the depositor.

Preview, two compounds:
Screening NS(=O)(=O)c1ccc(CCN2C(=O)/C(=C\c3ccc(Cl)cc3)SC2=S)cc1 returned Myeloid diff MLP inactive, LYP inhibition -5%, MgcRacGAP inhibition 0%, GPR55 antagonists 16%, Siah-1 displacement 4%, NTR1 agonist 6.3, Salmonella PhoP GFP -6%, HIV fusion peptide 1.5%, GPR35 arrestin U2OS -3%, NTR1 agonist cell count 20 µM 54 and Myeloid diff MLP GFP+ MAC1+ % 0.7.
For Cc1ccc2[nH]c(=O)c(CN(CC3COCCO3)C(=O)Nc3ccccc3C)cc2c1 (configuration not stated) the results were Myeloid diff MLP inactive, LYP inhibition -6%, MgcRacGAP inhibition 0%, GPR55 antagonists 5%, Siah-1 displacement 2%, NTR1 agonist -1.5, Salmonella PhoP GFP -3%, HIV fusion peptide 1.4%, GPR35 arrestin U2OS 9%, NTR1 agonist cell count 20 µM 40 and Myeloid diff MLP GFP+ MAC1+ % 1.4.

This part in full, previewed entries included:
Screening NS(=O)(=O)c1ccc(CCN2C(=O)/C(=C\c3ccc(Cl)cc3)SC2=S)cc1 returned Myeloid diff MLP inactive, LYP inhibition -5%, MgcRacGAP inhibition 0%, GPR55 antagonists 16%, Siah-1 displacement 4%, NTR1 agonist 6.3, Salmonella PhoP GFP -6%, HIV fusion peptide 1.5%, GPR35 arrestin U2OS -3%, NTR1 agonist cell count 20 µM 54 and Myeloid diff MLP GFP+ MAC1+ % 0.7.
For Cc1ccc2[nH]c(=O)c(CN(CC3COCCO3)C(=O)Nc3ccccc3C)cc2c1 (configuration not stated) the results were Myeloid diff MLP inactive, LYP inhibition -6%, MgcRacGAP inhibition 0%, GPR55 antagonists 5%, Siah-1 displacement 2%, NTR1 agonist -1.5, Salmonella PhoP GFP -3%, HIV fusion peptide 1.4%, GPR35 arrestin U2OS 9%, NTR1 agonist cell count 20 µM 40 and Myeloid diff MLP GFP+ MAC1+ % 1.4.
`COc1cccc(C(=O)/C(C#N)=N/Nc2cccc(-c3ccnc(C)n3)c2)c1` gave Myeloid diff MLP inactive, LYP inhibition 4%, MgcRacGAP inhibition 7%, GPR55 antagonists -10%, Siah-1 displacement 1%, NTR1 agonist 3.2, Salmonella PhoP GFP 4%, HIV fusion peptide 7.8%, GPR35 arrestin U2OS 0%, NTR1 agonist cell count 20 µM 43 and Myeloid diff MLP GFP+ MAC1+ % 0.7.
O=C1C(Oc2ccccc2)C(c2cccs2)N1Cc1ccc2c(c1)OCO2 (configuration not stated) was read as Myeloid diff MLP inactive, LYP inhibition -7%, MgcRacGAP inhibition 4%, GPR55 antagonists 9%, Siah-1 displacement -3%, NTR1 agonist 2.5, Salmonella PhoP GFP -4%, HIV fusion peptide -1.9%, GPR35 arrestin U2OS 0%, NTR1 agonist cell count 20 µM 52 and Myeloid diff MLP GFP+ MAC1+ % 2.3.
`CC(=O)c1cccc(NC(=O)N2CCCC2C(=O)NCc2ccccc2)c1` (configuration not stated) gave Myeloid diff MLP inactive, LYP inhibition -7%, MgcRacGAP inhibition -4%, GPR55 antagonists 7%, Siah-1 displacement 3%, NTR1 agonist 2.1, Salmonella PhoP GFP -4%, HIV fusion peptide -0.7%, GPR35 arrestin U2OS 5%, NTR1 agonist cell count 20 µM 62 and Myeloid diff MLP GFP+ MAC1+ % 1.4.
`CCn1c(SC/C=C/c2ccccc2)nnc1-c1cccs1` gave Myeloid diff MLP inactive, LYP inhibition -12%, MgcRacGAP inhibition 5%, GPR55 antagonists 35%, Siah-1 displacement 0%, NTR1 agonist -0.7, Salmonella PhoP GFP 12%, HIV fusion peptide -1.5%, GPR35 arrestin U2OS -9%, NTR1 agonist cell count 20 µM 74 and Myeloid diff MLP GFP+ MAC1+ % 0.5.
Screening Cc1nc(NC(=O)CSc2nnc(N)s2)c(Cl)cc1Cl returned Myeloid diff MLP inactive, LYP inhibition 2%, MgcRacGAP inhibition 13%, GPR55 antagonists 8%, Siah-1 displacement 6%, NTR1 agonist 1.2, Salmonella PhoP GFP 4%, HIV fusion peptide 10%, GPR35 arrestin U2OS -6%, NTR1 agonist cell count 20 µM 78 and Myeloid diff MLP GFP+ MAC1+ % 0.7.
`CCN(CC)C(=O)C[n+]1cccc(/C=N/O)c1` gave Myeloid diff MLP inactive, LYP inhibition 7%, MgcRacGAP inhibition 15%, GPR55 antagonists 5%, Siah-1 displacement -5%, NTR1 agonist -1.4, Salmonella PhoP GFP -6%, HIV fusion peptide 1.3%, GPR35 arrestin U2OS 0%, NTR1 agonist cell count 20 µM 94 and Myeloid diff MLP GFP+ MAC1+ % 0.3.
Cc1ccc(C(=O)c2cc([N+](=O)[O-])ccc2N2CCOCC2)cc1C was read as Myeloid diff MLP inactive, LYP inhibition -6%, MgcRacGAP inhibition 5%, GPR55 antagonists 3%, Siah-1 displacement 0%, NTR1 agonist 5.0, Salmonella PhoP GFP 0%, HIV fusion peptide -1.7%, GPR35 arrestin U2OS 0%, NTR1 agonist cell count 20 µM 57 and Myeloid diff MLP GFP+ MAC1+ % 0.6.
`CCCc1cc(C(=O)Nc2cc(C)on2)no1` gave Myeloid diff MLP inactive, LYP inhibition -8%, MgcRacGAP inhibition 7%, GPR55 antagonists 2%, Siah-1 displacement 2%, NTR1 agonist -0.3, Salmonella PhoP GFP 14%, HIV fusion peptide -3.3%, GPR35 arrestin U2OS 2%, NTR1 agonist cell count 20 µM 105 and Myeloid diff MLP GFP+ MAC1+ % 1.3.
`O=C1NC(=O)C(CC(=O)N(Cc2ccco2)C2(C(=O)NC3CCCCC3)CCCCC2)N1` (configuration not stated) gave Myeloid diff MLP inactive, LYP inhibition -2%, MgcRacGAP inhibition 6%, GPR55 antagonists 3%, Siah-1 displacement 3%, NTR1 agonist -1.6, Salmonella PhoP GFP -10%, HIV fusion peptide 1.7%, GPR35 arrestin U2OS 0%, NTR1 agonist cell count 20 µM 49 and Myeloid diff MLP GFP+ MAC1+ % 0.6.
For Cc1cccc(NC(=S)N2CCC(C(N)=O)(N3CCCCC3)CC2)c1C the results were Myeloid diff MLP inactive, LYP inhibition -6%, MgcRacGAP inhibition 5%, GPR55 antagonists -2%, Siah-1 displacement 16%, NTR1 agonist -0.2, Salmonella PhoP GFP -4%, HIV fusion peptide -1.0%, GPR35 arrestin U2OS 7%, NTR1 agonist cell count 20 µM 30 and Myeloid diff MLP GFP+ MAC1+ % 0.2.
For O=C(C1CC(c2ccc(F)cc2)=NO1)N1CCCCC1 (configuration not stated) the results were Myeloid diff MLP inactive, LYP inhibition 0%, MgcRacGAP inhibition 4%, GPR55 antagonists 12%, Siah-1 displacement 0%, NTR1 agonist 1.0, Salmonella PhoP GFP -18%, HIV fusion peptide 3.2%, GPR35 arrestin U2OS -3%, NTR1 agonist cell count 20 µM 63 and Myeloid diff MLP GFP+ MAC1+ % 0.2.
Screening COCCCN(CC(=O)Nc1ccc(N2CCOCC2)cc1)S(=O)(=O)c1ccc(Cl)cc1 returned Myeloid diff MLP inactive, LYP inhibition 0%, MgcRacGAP inhibition 16%, GPR55 antagonists 12%, Siah-1 displacement 2%, NTR1 agonist -1.1, Salmonella PhoP GFP 2%, HIV fusion peptide -1.1%, GPR35 arrestin U2OS -8%, NTR1 agonist cell count 20 µM 65 and Myeloid diff MLP GFP+ MAC1+ % 0.6.
CC(=O)Nc1ccc(C(=O)OCC(=O)c2cccc([N+](=O)[O-])c2)cc1 was read as Myeloid diff MLP inactive, LYP inhibition -7%, MgcRacGAP inhibition 10%, GPR55 antagonists 5%, Siah-1 displacement 5%, NTR1 agonist -0.3, Salmonella PhoP GFP 12%, HIV fusion peptide -0.6%, GPR35 arrestin U2OS 3%, NTR1 agonist cell count 20 µM 52 and Myeloid diff MLP GFP+ MAC1+ % 0.9.
N#Cc1ccc(CSc2nnc(-c3cnccn3)o2)cc1 was read as Myeloid diff MLP inactive, LYP inhibition 0%, MgcRacGAP inhibition 6%, GPR55 antagonists 3%, Siah-1 displacement 8%, NTR1 agonist 1.0, Salmonella PhoP GFP -6%, HIV fusion peptide 1.6%, GPR35 arrestin U2OS -7%, NTR1 agonist cell count 20 µM 81 and Myeloid diff MLP GFP+ MAC1+ % 0.3.
Screening Cc1ccc(C(=O)CC(C(=O)O)P(=O)(c2ccccc2)c2ccccc2)cc1 (configuration not stated) returned Myeloid diff MLP inactive, LYP inhibition -8%, MgcRacGAP inhibition 2%, GPR55 antagonists 5%, Siah-1 displacement -1%, NTR1 agonist -0.2, Salmonella PhoP GFP -8%, HIV fusion peptide 0.5%, GPR35 arrestin U2OS -13%, NTR1 agonist cell count 20 µM 57 and Myeloid diff MLP GFP+ MAC1+ % 0.4.
Screening CCCCNc1ncnc2c1nnn2Cc1ccccc1Cl returned Myeloid diff MLP inactive, LYP inhibition -1%, MgcRacGAP inhibition 4%, GPR55 antagonists -4%, Siah-1 displacement 1%, NTR1 agonist 0.7, Salmonella PhoP GFP 8%, HIV fusion peptide -2.2%, GPR35 arrestin U2OS -9%, NTR1 agonist cell count 20 µM 62 and Myeloid diff MLP GFP+ MAC1+ % 0.6.
For CN(CCOCCOc1ccc(F)cc1)Cc1ccccc1 the results were Myeloid diff MLP inactive, LYP inhibition -11%, MgcRacGAP inhibition 19%, GPR55 antagonists -11%, Siah-1 displacement 4%, NTR1 agonist 0.5, Salmonella PhoP GFP -5%, HIV fusion peptide 0.0%, GPR35 arrestin U2OS -10%, NTR1 agonist cell count 20 µM 76 and Myeloid diff MLP GFP+ MAC1+ % 0.5.
CCC(=O)OC1CC(C)N(C(=O)c2ccccc2)c2ccc(C)cc21 (configuration not stated) was read as Myeloid diff MLP inactive, LYP inhibition 1%, MgcRacGAP inhibition 5%, GPR55 antagonists 4%, Siah-1 displacement -4%, NTR1 agonist 0.9, Salmonella PhoP GFP -6%, HIV fusion peptide -1.2%, GPR35 arrestin U2OS 15%, NTR1 agonist cell count 20 µM 73 and Myeloid diff MLP GFP+ MAC1+ % 0.6.
For CC(=O)Nc1ccc(-n2nnnc2SCC(=O)Nc2cccc(NC(=O)c3ccco3)c2)cc1 the results were Myeloid diff MLP inactive, LYP inhibition 4%, MgcRacGAP inhibition 0%, GPR55 antagonists 7%, Siah-1 displacement -3%, NTR1 agonist 0.9, Salmonella PhoP GFP 55%, HIV fusion peptide 8.6%, GPR35 arrestin U2OS 2%, NTR1 agonist cell count 20 µM 57 and Myeloid diff MLP GFP+ MAC1+ % 0.7.
For O=C1CC(c2cccc(F)c2)c2c(c3ccccc3[nH]c2=O)O1 (configuration not stated) the results were Myeloid diff MLP inactive, LYP inhibition -6%, MgcRacGAP inhibition 3%, GPR55 antagonists 9%, Siah-1 displacement -5%, NTR1 agonist 0.5, Salmonella PhoP GFP 8%, HIV fusion peptide 0.6%, GPR35 arrestin U2OS 5%, NTR1 agonist cell count 20 µM 59 and Myeloid diff MLP GFP+ MAC1+ % 0.0.
